Source: PubChem BioAssay
TNAP inh no acc: TNAP (human) inhibition, acceptor-free conditions; P05186; purified TNAP, CDP-star luminescence, 30 min; inhibition, % at 20 µM; 200,000 compounds, 0.26% hits; AID 1012;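 active = tissue-nonspecific alkaline phosphatase inhibition above about 50% at 20 µM in the single-dose screen, limit read from the data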;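 note: 0% = DMSO negative control and 100% = EDTA positive control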
Target sequence (P05186 whole entry, looked up): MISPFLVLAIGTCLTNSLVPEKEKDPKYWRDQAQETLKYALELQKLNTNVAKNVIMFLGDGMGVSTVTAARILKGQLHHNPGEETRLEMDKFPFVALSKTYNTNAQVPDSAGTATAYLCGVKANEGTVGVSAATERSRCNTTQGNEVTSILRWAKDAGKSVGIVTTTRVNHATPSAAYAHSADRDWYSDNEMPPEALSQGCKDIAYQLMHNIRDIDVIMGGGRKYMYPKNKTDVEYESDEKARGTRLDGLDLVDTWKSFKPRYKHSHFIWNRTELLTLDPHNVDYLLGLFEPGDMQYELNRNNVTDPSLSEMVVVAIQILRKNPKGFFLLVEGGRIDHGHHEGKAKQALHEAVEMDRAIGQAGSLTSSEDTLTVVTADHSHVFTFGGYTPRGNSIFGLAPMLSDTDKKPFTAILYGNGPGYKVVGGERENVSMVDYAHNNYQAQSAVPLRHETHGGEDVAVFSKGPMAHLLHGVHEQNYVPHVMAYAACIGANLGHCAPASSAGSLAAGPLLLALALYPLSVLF
PMI act satM6P: increases human PMI activity with near-saturating mannose 6-phosphate; P34949; coupled PMI enzyme assay, resazurin fluorescence, 20 min; active compounds read high; 1 = untreated enzyme, 0 = substrate-free blank; activation factor at 20 µM; 190,000 compounds, 0.34% hits; AID 1216;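 active = activation factor of 2 or more at 20 µM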
Target sequence (P34949 whole entry, looked up): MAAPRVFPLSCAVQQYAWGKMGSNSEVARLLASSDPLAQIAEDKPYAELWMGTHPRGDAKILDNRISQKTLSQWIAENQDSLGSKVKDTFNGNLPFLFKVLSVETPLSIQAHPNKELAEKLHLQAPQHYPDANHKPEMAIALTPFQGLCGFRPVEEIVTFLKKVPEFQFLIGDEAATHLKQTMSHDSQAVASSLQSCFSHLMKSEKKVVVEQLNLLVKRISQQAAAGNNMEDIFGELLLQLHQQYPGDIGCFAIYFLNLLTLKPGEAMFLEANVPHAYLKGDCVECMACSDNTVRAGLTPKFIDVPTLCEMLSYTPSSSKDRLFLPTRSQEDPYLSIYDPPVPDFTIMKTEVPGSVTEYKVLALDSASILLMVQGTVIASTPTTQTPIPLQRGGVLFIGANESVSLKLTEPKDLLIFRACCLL
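Test system: human PMI in coupled enzyme assay; Input: PMI at 15 ng/mL final; Medium: HEPES buffer, pH 7.4; Schedule: 20 min incubation at room temperature; Technique: resorufin fluorescence at Ex 544/Em 590 nm; Compound: 20 µM single dose; Probe or stimulus: Near-saturating mannose-6-phosphate, 1.0 mM.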
bIAP activator: intestinal alkaline phosphatase (bovine) activation; purified bovine IAP, CDP-star luminescence, 30 min; active compounds read high; fold of DMSO-control signal, blank-subtracted; AID 1016; activation factor at 20 µM; 200,000 compounds, 0.17% hits;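 active = activation factor of 2 or more at 20 µM, a signal rise over negative controls twice the positive control's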
Diaph act CS: counter-screen for diaphorase-based assays: diaphorase activators and chemical reducers | 190,000 compounds, 0.005% hits | Diaphorase/resazurin coupled assay, resorufin fluorescence, 16 min; active compounds read high; 1 = vehicle wells, 0 = NADH-free wells | activation factor at 20 µM | AID 1229;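 active = diaphorase activity raised at least twofold by the compound at 20 µM; inactive = activation factor below 2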
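Material: purified diaphorase enzyme from Clostridium kluyveri; Also added: 0.114 mM NADH and 0.1 mM resazurin, final amounts; Doses: single compound dose of 20 µM, 1% DMSO final; Times: 16 min enzyme reaction, ambient temperature; Detection: resorufin fluorescence, excitation 544 nm, emission 590 nm; Measure: increased resorufin signal from activators or reducing compounds.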
bIAP inh: intestinal alkaline phosphatase (bovine) inhibition. inhibition, % at 20 µM. purified bovine IAP, CDP-star luminescence, 30 min. 190,000 tested, under 10 active;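 active = over 50% inhibition of intestinal alkaline phosphatase at 20 µM in the single-dose screen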
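test system = bovine IAP enzyme | medium = DEA buffer 100 mM, pH 9.8, with MgCl2 1.0 mM, ZnCl2 0.02 mM | detection = luminescence | dosing = single compound dose of 20 µM, 2% DMSO final | incubation = 30 min reaction at room temperature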
TNAP act hiacc: TNAP (human) activation, high acceptor; P05186; purified TNAP, CDP-star luminescence, 1 M DEA, 30 min; active compounds read high; 0 = EDTA background, 1 = DMSO-only activity; activation factor at 20 µM; 200,000 tested, under 10 active; AID 1136;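 active = activation factor at least 2 at 20 µM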
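Test system – human TNAP · Doses – 20 µM single point · Incubation – 30 min, room temperature · Signal – luminescent substrate turnover signal · Read-out basis – activation factor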
TNAP inh hi DEA: blocks human TNAP under high phosphate acceptor concentration; 200,000 compounds, 0.03% hits; P05186; AID 1135; purified TNAP, CDP-star luminescence, 1 M DEA; inhibition, % at 20 µM;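 active = over 50% inhibition of tissue-nonspecific alkaline phosphatase at 20 µM in the single-dose screen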;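 note: plate controls were DMSO wells for no effect and EDTA-quenched wells as full inhibition for full effect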
Diaphorase inh: inhibits diaphorase or chemically oxidizes, flagging diaphorase assay artifacts; diaphorase resazurin-to-resorufin fluorescence, NADH, 16 min; bacterial (C. kluyveri) enzyme, not human; 190,000 compounds, 0.69% hits; inhibition, % at 20 µM;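 active = primary screen inhibition at 20 µM above a set limit, cut at about 50% in these data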;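 note: plate controls were DMSO with full reaction for no effect and wells lacking NADH for full effect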
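Assay system: diaphorase enzyme from Clostridium kluyveri. Quantity: enzyme working solution with 0.14 U/mL diaphorase. Schedule: reaction incubation of 16 min at room temperature. Technique: resorufin fluorescence, excitation 544 nm, emission 590 nm. Controls: No-NADH positive control and DMSO neutral control.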
Lmaj promast: reduces viability of Leishmania major promastigotes; resazurin fluorescence viability; inhibition, % at 10 µM; 200,000 compounds, 9% hits; AID 1063; in the data active = inhibition above about 50%;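 note: promastigotes grown with compound for 44 hours at 28 °C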
PMI activator: activators of human phosphomannose isomerase; purified human PMI, coupled resazurin fluorescence, 20 min; active compounds read high; 1 = vehicle control, 0 substrate-free wells; activation factor at 20 µM; 190,000 compounds, 0.005% hits; P34949; AID 1214;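 active = activation factor of 2 or more at 20 µM, relative to plate controls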
An asterisk follows results filed as active.

What do the screens show for `COc1ccccc1Nc1cc(C)nc2c(C)ccc([N+](=O)[O-])c12`?
TNAP inh no acc: -1; PMI act satM6P: 0.9; bIAP activator: 1; Diaph act CS: 0.8; bIAP inh: -1; TNAP act hiacc: 1; TNAP inh hi DEA: 2; Diaphorase inh: 16; Lmaj promast: 12; PMI activator: 0.9

Results for Cc1nc2nc(C)c(CCC(=O)N3CCN(c4ccccc4)CC3)c(C)n2n1 ?
TNAP inh no acc: -19; PMI act satM6P: 0.9; bIAP activator: 1; Diaph act CS: 0.8; bIAP inh: 0; TNAP act hiacc: 1; TNAP inh hi DEA: -1; Diaphorase inh: 18; Lmaj promast: -5; PMI activator: 1

Results for O=c1c2c3c(sc2nc2n1CCCCC2)CCC3 ?
TNAP inh no acc: -3; PMI act satM6P: 1.1; bIAP activator: 1; Diaph act CS: 1.1; bIAP inh: 0; TNAP act hiacc: 1; TNAP inh hi DEA: 0; Diaphorase inh: -8; Lmaj promast: 55*; PMI activator: 1.1

What do the screens show for `CCN(CC)c1nc(Nc2ccccc2)nc(Oc2ccc(=O)[nH]n2)n1`?
TNAP inh no acc: -3; PMI act satM6P: 0.9; bIAP activator: 1; Diaph act CS: 0.9; bIAP inh: 4; TNAP act hiacc: 1; TNAP inh hi DEA: 0; Diaphorase inh: 13; Lmaj promast: 9; PMI activator: 0.9

How did CCN(CC)CCOC(=O)c1cccc(Br)c1 do in these assays?
TNAP inh no acc: -15; PMI act satM6P: 1; bIAP activator: 1; Diaph act CS: 0.9; bIAP inh: 3; TNAP act hiacc: 1.1; TNAP inh hi DEA: -9; Diaphorase inh: 14; Lmaj promast: -9; PMI activator: 1.1

What do the screens show for `Cc1ccc(SCC(=O)Nc2ccc(F)cc2[N+](=O)[O-])cc1C`?
TNAP inh no acc: -5; PMI act satM6P: 1; bIAP activator: 1.1; Diaph act CS: 0.9; bIAP inh: -6; TNAP act hiacc: 1; TNAP inh hi DEA: -4; Diaphorase inh: 14; Lmaj promast: -5; PMI activator: 1

How did CCOC(=O)/C=C/C(=O)Nc1ccccc1C(=O)NC1CCCCC1 do in these assays?
TNAP inh no acc: -3; PMI act satM6P: 1; bIAP activator: 0.8; Diaph act CS: 1; bIAP inh: 19; TNAP act hiacc: 1.1; TNAP inh hi DEA: -6; Diaphorase inh: 5; Lmaj promast: 28; PMI activator: 1.1

Results for CCc1cc2cccc(C)c2nc1SCC(=O)c1ccc(NC(C)=O)cc1 ?
TNAP inh no acc: -5; PMI act satM6P: 1.1; bIAP activator: 0.9; Diaph act CS: 0.7; bIAP inh: 10; TNAP act hiacc: 1; TNAP inh hi DEA: -4; Diaphorase inh: 33; Lmaj promast: -2; PMI activator: 1

How did Cc1cc2ccccn2c1C(=O)c1cccc(S(=O)(=O)N2CCOCC2)c1 do in these assays?
TNAP inh no acc: 4; PMI act satM6P: 0.8; bIAP activator: 1; Diaph act CS: 0.8; bIAP inh: -1; TNAP act hiacc: 1; TNAP inh hi DEA: -4; Diaphorase inh: 15; Lmaj promast: 15; PMI activator: 0.8

Results for O=C(CCn1nc(-c2ccccc2)ccc1=O)N1CCOCC1 ?
TNAP inh no acc: -11; PMI act satM6P: 1; bIAP activator: 1; Diaph act CS: 1; bIAP inh: 4; TNAP act hiacc: 1; TNAP inh hi DEA: -4; Diaphorase inh: 3; Lmaj promast: 5; PMI activator: 1

What do the screens show for `COc1ccc2[nH]c(=O)c(CN(C(=O)c3cccnc3)c3ccccc3)cc2c1`?
TNAP inh no acc: -5; PMI act satM6P: 1; bIAP activator: 0.9; Diaph act CS: 0.9; bIAP inh: 9; TNAP act hiacc: 1; TNAP inh hi DEA: -3; Diaphorase inh: 11; Lmaj promast: 1; PMI activator: 0.9

Results for CCCc1nnc(NC(=O)CCC(=O)O)s1 ?
TNAP inh no acc: -15; PMI act satM6P: 1; bIAP activator: 1; Diaph act CS: 0.9; bIAP inh: 4; TNAP act hiacc: 1; TNAP inh hi DEA: -3; Diaphorase inh: 5; Lmaj promast: -9; PMI activator: 1

How did CCCCCCOc1ccc(C(CC(=O)O)C(N)=O)cc1 (stereo unspecified) do in these assays?
TNAP inh no acc: -15; PMI act satM6P: 1; bIAP activator: 1; Diaph act CS: 0.9; bIAP inh: 4; TNAP act hiacc: 1.1; TNAP inh hi DEA: -5; Diaphorase inh: 10; Lmaj promast: -7; PMI activator: 1

What do the screens show for `CCOC(=O)C1C(C)=C(Nc2ccc(OC)cc2)C(=O)N1c1ccc(OC)cc1` (stereo unspecified)?
TNAP inh no acc: -2; PMI act satM6P: 0.6; bIAP activator: 1.1; Diaph act CS: 0.9; bIAP inh: -6; TNAP act hiacc: 1; TNAP inh hi DEA: 1; Diaphorase inh: 6; Lmaj promast: -6; PMI activator: 0.9

How did O=C(NCc1ccccc1)C1CCN(S(=O)(=O)c2cccc3cccnc23)CC1 do in these assays?
TNAP inh no acc: -10; PMI act satM6P: 0.9; bIAP activator: 1; Diaph act CS: 0.8; bIAP inh: 4; TNAP act hiacc: 1; TNAP inh hi DEA: -3; Diaphorase inh: 17; Lmaj promast: -4; PMI activator: 0.9

What do the screens show for `CC(NC(=O)Cn1c(NCCO)nc2ccccc21)c1ccccc1` (stereo unspecified)?
TNAP inh no acc: -16; PMI act satM6P: 0.9; bIAP activator: 1; Diaph act CS: 0.9; bIAP inh: -4; TNAP act hiacc: 1; TNAP inh hi DEA: -1; Diaphorase inh: 12; Lmaj promast: -3; PMI activator: 1

What do the screens show for `COc1ccc(/C=C/C(=O)c2ccc(C)c([N+](=O)[O-])c2)cc1O`?
TNAP inh no acc: 13; PMI act satM6P: 0.7; bIAP activator: 0.8; Diaph act CS: 0.7; bIAP inh: 24; TNAP act hiacc: 0.8; TNAP inh hi DEA: 25; Diaphorase inh: 32; Lmaj promast: 100*; PMI activator: 0.8

How did CN(N=Nc1cccc([N+](=O)[O-])c1)c1cccc([N+](=O)[O-])c1 do in these assays?
TNAP inh no acc: 3; PMI act satM6P: 1.1; bIAP activator: 1; Diaph act CS: 0.8; bIAP inh: 5; TNAP act hiacc: 1; TNAP inh hi DEA: 1; Diaphorase inh: 17; Lmaj promast: -6; PMI activator: 1.1

How did O=C1OCCC1Sc1ncnc2sccc12 (stereo unspecified) do in these assays?
TNAP inh no acc: -19; PMI act satM6P: 1; bIAP activator: 1; Diaph act CS: 0.8; bIAP inh: 5; TNAP act hiacc: 1.1; TNAP inh hi DEA: -6; Diaphorase inh: 18; Lmaj promast: 3; PMI activator: 0.9

Results for COc1ccc(C2(C(=O)O)CCCC2)cc1 ?
TNAP inh no acc: -7; PMI act satM6P: 0.9; bIAP activator: 0.9; Diaph act CS: 0.9; bIAP inh: 8; TNAP act hiacc: 1; TNAP inh hi DEA: -2; Diaphorase inh: 7; Lmaj promast: 0; PMI activator: 0.9

The last 3 entries of the section above lead into the next:
How did CN(N=Nc1cccc([N+](=O)[O-])c1)c1cccc([N+](=O)[O-])c1 do in these assays?
TNAP inh no acc: 3; PMI act satM6P: 1.1; bIAP activator: 1; Diaph act CS: 0.8; bIAP inh: 5; TNAP act hiacc: 1; TNAP inh hi DEA: 1; Diaphorase inh: 17; Lmaj promast: -6; PMI activator: 1.1

How did O=C1OCCC1Sc1ncnc2sccc12 (stereo unspecified) do in these assays?
TNAP inh no acc: -19; PMI act satM6P: 1; bIAP activator: 1; Diaph act CS: 0.8; bIAP inh: 5; TNAP act hiacc: 1.1; TNAP inh hi DEA: -6; Diaphorase inh: 18; Lmaj promast: 3; PMI activator: 0.9

Results for COc1ccc(C2(C(=O)O)CCCC2)cc1 ?
TNAP inh no acc: -7; PMI act satM6P: 0.9; bIAP activator: 0.9; Diaph act CS: 0.9; bIAP inh: 8; TNAP act hiacc: 1; TNAP inh hi DEA: -2; Diaphorase inh: 7; Lmaj promast: 0; PMI activator: 0.9

Results for O=C(O)C1C2C=CC(C2)C1C(=O)N1CCc2ccccc21 (stereo unspecified) ?
TNAP inh no acc: -8; PMI act satM6P: 1; bIAP activator: 1; Diaph act CS: 1; bIAP inh: 0; TNAP act hiacc: 1; TNAP inh hi DEA: -2; Diaphorase inh: -3; Lmaj promast: -3; PMI activator: 1

What do the screens show for `O=C1CC(c2ccc(S(=O)(=O)NCc3ccncc3)cc2)CN1` (stereo unspecified)?
TNAP inh no acc: 10; PMI act satM6P: 1; bIAP activator: 0.9; Diaph act CS: 0.9; bIAP inh: 6; TNAP act hiacc: 1; TNAP inh hi DEA: -3; Diaphorase inh: 12; Lmaj promast: -6; PMI activator: 1

How did CCOc1cc(NC(=O)c2ccco2)c(OCC)cc1NC(=O)CCC(=O)NCc1cccnc1 do in these assays?
TNAP inh no acc: -11; PMI act satM6P: 0.9; bIAP activator: 1; Diaph act CS: 0.9; bIAP inh: -4; TNAP act hiacc: 1; TNAP inh hi DEA: -3; Diaphorase inh: 6; Lmaj promast: 0; PMI activator: 0.8

What do the screens show for `CCCCNC(=O)CN(C1CCCCC1)S(C)(=O)=O`?
TNAP inh no acc: -12; PMI act satM6P: 0.9; bIAP activator: 1; Diaph act CS: 0.9; bIAP inh: 2; TNAP act hiacc: 1; TNAP inh hi DEA: -2; Diaphorase inh: 14; Lmaj promast: -6; PMI activator: 0.9

What do the screens show for `CN(c1ncc(C(F)(F)F)cc1Cl)N1C(=O)c2cccc(N)c2C1=O`?
TNAP inh no acc: -5; PMI act satM6P: 1; bIAP activator: 1.1; Diaph act CS: 1.1; bIAP inh: -11; TNAP act hiacc: 1.1; TNAP inh hi DEA: -6; Diaphorase inh: -7; Lmaj promast: 11; PMI activator: 1

Results for O=C(CSc1nc(-c2ccc(F)cc2)cs1)NC(=O)NCc1ccco1 ?
TNAP inh no acc: -4; PMI act satM6P: 0.9; bIAP activator: 0.9; Diaph act CS: 0.9; bIAP inh: 7; TNAP act hiacc: 1.1; TNAP inh hi DEA: -8; Diaphorase inh: 6; Lmaj promast: -2; PMI activator: 1.1

Results for CC(C)CNc1c(N)c(=O)oc2ccccc12 ?
TNAP inh no acc: 0; PMI act satM6P: 1; bIAP activator: 0.8; Diaph act CS: 0.9; bIAP inh: 20; TNAP act hiacc: 1.1; TNAP inh hi DEA: -5; Diaphorase inh: 6; Lmaj promast: 1; PMI activator: 1.1

How did CSCCC(NC(=O)c1ccccc1)C(=O)NCc1ccco1 (stereo unspecified) do in these assays?
TNAP inh no acc: -14; PMI act satM6P: 0.9; bIAP activator: 0.9; Diaph act CS: 0.8; bIAP inh: 14; TNAP act hiacc: 1.1; TNAP inh hi DEA: -6; Diaphorase inh: 24; Lmaj promast: -2; PMI activator: 0.9
